High-throughput results as filed in PubChem.
TLR9-MyD88 inh = inhibitors of TLR9-MyD88 association in cells, primary screen, cell-based, CHO, BLA complementation, fluorescence; Toll-like receptor 9 (Homo sapiens) + Myeloid differentiation primary response protein …; CCF4 FRET ratio; inhibition, % at 4.98 µM; hit rate 0.21% among 340,000; AID 504734, 2011;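 active = inhibition above the mean over all tested compounds plus 3 SD, cut at about 21% in these data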;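 also: 0% = DMSO only wells and 100% = clavulanate BLA inhibitor control wells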
NOD2-RIPK2 inh = NOD2-RIPK2 binding disruptors in cells, primary screen, fluorescence, CHO cells, BLA complementation; Receptor-interacting serine/threonine-protein kinase 2 (Homo sapiens), O43353; CCF4 ratio; inhibition, % at 4.98 µM; hit rate 0.38% among 360,000; AID 624267, 2012; in the data active = inhibition above about 21%;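 also: 0% = vehicle only and 100% = reference blocker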
MC4R antagonist = MC4R antagonists of cAMP signaling, primary screen, cell-based, TR-FRET, antagonist arm of biased-ligand search; inhibition, % at 6.5 µM; MC4R-expressing cells, MTII-stimulated cAMP, LANCE TR-FRET; hit rate 0.48% among 360,000; AID 540295, 2011;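 active = inhibition above its plate's cutoff, the mean of tested wells on that plate plus 3 SD, cut at about 29% in these data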;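 also: 0% = Melanotan II alone and 100% = Melanotan II plus saturating MCL0020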
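System: U2OS cells stably expressing human melanocortin 4 receptor (MC4R). Reagent: Melanotan II challenge after compound preincubation. Doses: 6.5 µM. Times: 30-min compound, 1-h challenge, 1-h detection, room temperature. Measured by: TR-FRET with Eu-cAMP and labeled anti-cAMP, 671 nm. Replicates: singlicate.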
COUP-TFII inh = NR2F2 transcriptional activity inhibitors, primary screen, cell-based, luciferase reporter, HEK293T, luminescence; COUP transcription factor 2 (Homo sapiens), P24468; HEK293T NGFI-A luciferase reporter; inhibition, % at 8.6 µM; hit rate 0.7% among 370,000;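 active = inhibition above a per-plate cutoff, mean inhibition of test wells between control levels plus 3 SD, cut at about 38% in these data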;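 also: cells cotransfected with COUP-TFII expression vector driving the NGFI-A reporter; 0% = median of COUP-TF2 test wells and 100% = reporter-only cells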
Target sequence (P24468 whole entry, looked up): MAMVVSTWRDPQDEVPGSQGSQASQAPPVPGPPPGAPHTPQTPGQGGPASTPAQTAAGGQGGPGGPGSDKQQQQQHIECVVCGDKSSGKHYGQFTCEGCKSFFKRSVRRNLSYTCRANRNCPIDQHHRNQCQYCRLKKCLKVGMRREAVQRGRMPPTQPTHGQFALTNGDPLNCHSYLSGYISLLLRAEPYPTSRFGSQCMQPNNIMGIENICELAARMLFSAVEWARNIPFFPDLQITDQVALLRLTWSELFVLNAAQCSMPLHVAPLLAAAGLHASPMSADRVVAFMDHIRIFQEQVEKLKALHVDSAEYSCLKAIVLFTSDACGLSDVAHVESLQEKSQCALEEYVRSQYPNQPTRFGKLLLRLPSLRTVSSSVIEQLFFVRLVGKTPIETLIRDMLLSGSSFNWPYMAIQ
LMP1 NFkB inh = EBV LMP1-driven NF-kappaB luciferase reporter inhibitors, primary screen, cell-based, luminescence, single point; AID 504558, 2011; LMP1-induced NF-kappaB luciferase reporter cells; inhibition, % at 12.5 µM; hit rate 0.69% among 350,000; in the data active = inhibition above about 41%;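 also: 0% = neutral control wells and 100% = reference inhibitor control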
ABHD5 PLIN5 PPI = ABHD5-PLIN5 interaction inhibitors, primary screen, cell lysate, split luciferase complementation, luminescence | Split G. princeps luciferase complementation, 4 h | Perilipin-5 (Homo sapiens) + 1-acylglycerol-3-phosphate O-acyltransferase ABHD5 (Homo … | hit rate 0.78% among 360,000 | inhibition, % at 4 µM;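 active = inhibition above the mean inhibition across every tested compound plus 3 SD, cut at about 22% in these data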;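 also: 0% = DMSO only wells and the 100% control is not disclosed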
MC4R barr agon = MC4R agonists recruiting beta-arrestin, primary screen, cell-based, luminescence, agonist arm of biased-ligand search; U2OS MC4R beta-arrestin complementation; percent of melanotan II response, DMSO zero; Melanocortin receptor 4 (Homo sapiens), P32245; activation, % at 8.9 µM; hit rate 0.98% among 360,000; AID 540308, 2011;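 active = activation above a per-plate cutoff, the mean activation of sample wells on that plate plus 3 SD, cut at about 8% in these data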
NCOA1 inh = SRC1 coactivator transcriptional activity inhibitors, primary screen, cell-based, luminescence; HEK293 GAL4-SRC1 luciferase reporter; inhibition, % at 3.6 µM; AID 588354, 2011; hit rate 0.12% among 360,000;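 active = inhibition above the campaign mean plus 3 SD, with each screening campaign given its own cutoff, cut at about 60% in these data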;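 also: 0% = DMSO treated cells and 100% = gossypol at 36 µM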
NCOA3 inh = SRC3 coactivator transcriptional activity inhibitors, primary screen, cell-based, luminescence. HEK293 GAL4-SRC3 luciferase reporter. inhibition, % at 3.6 µM. hit rate 0.17% among 360,000;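 active = inhibition above a per-campaign cutoff, the mean of all compounds plus 3 SD, cut at about 60% in these data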;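 also: 0% = DMSO-treated cells and 100% = gossypol-treated cells at 36 µM; higher means less SRC3-driven luciferase light from the GAL4 reporter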
NR5A2 inv ag = LRH-1 (NR5A2) inverse agonists, primary screen, cell-based, luminescence, HEK293T, StAR-luciferase reporter; Nuclear receptor subfamily 5 group A member 2 (Homo sapiens), O00482; LRH-1 transfected, 24 h; inhibition, % at 3.6 µM; hit rate 0.13% among 360,000; AID 602396, 2012;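 active = inhibition above the mean inhibition of all tested compounds plus 3 SD, cut at about 73% in these data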;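 also: 0% = DMSO wells and 100% = reporter-only cells lacking LRH-1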
Target sequence (O00482 whole entry, looked up): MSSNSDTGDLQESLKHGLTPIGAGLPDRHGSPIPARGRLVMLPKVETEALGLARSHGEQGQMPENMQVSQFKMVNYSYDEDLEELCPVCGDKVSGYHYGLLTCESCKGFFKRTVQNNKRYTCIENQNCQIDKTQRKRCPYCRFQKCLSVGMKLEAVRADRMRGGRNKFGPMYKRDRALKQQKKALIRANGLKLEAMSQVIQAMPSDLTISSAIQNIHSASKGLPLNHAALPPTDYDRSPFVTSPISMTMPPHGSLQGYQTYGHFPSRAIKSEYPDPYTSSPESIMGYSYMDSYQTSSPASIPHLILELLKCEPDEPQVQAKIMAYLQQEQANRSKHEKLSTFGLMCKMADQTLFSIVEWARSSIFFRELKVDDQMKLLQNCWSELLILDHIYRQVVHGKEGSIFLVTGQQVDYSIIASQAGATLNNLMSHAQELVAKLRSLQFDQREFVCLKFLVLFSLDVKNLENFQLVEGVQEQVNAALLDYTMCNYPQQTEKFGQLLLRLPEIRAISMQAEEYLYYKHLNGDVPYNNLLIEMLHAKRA
SRC2 inh = inhibition of GAL4-SRC2 driven luciferase reporter, primary screen, SRC2 inhibitor project, cell-based, luminescence | HEK293 GAL4-SRC2 luciferase reporter | AID 651957, 2012 | hit rate 0.17% among 370,000 | Nuclear receptor coactivator 2 (Homo sapiens), Q15596 | inhibition, % at 9 µM;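 active = inhibition above the mean inhibition of all tested compounds plus 3 SD, set per campaign, cut at about 52% in these data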;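 also: 0% = DMSO treated cells and 100% = cells given Gossypol at 36 µM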
The depositor's hits bear a star; . = no result given; + = active, no number; & = joins results of further samples; ! = repeats disagree. Some of the compounds tested (hit frequency here may not be typical).

SMILES	TLR9-MyD88 inh	NOD2-RIPK2 inh	MC4R antagonist	COUP-TFII inh	LMP1 NFkB inh	ABHD5 PLIN5 PPI	MC4R barr agon	NCOA1 inh	NCOA3 inh	NR5A2 inv ag	SRC2 inh
COC(=O)c1ccc(N=NN2CCCCC2)cc1	-4	-2	0	-13	-27	0	-4.6	-90	-83	-98	-66
CC1(c2ccc3ccccc3c2)NC(=O)N(CC(=O)N2CCN(Cc3ccc(C#N)cc3)CC2)C1=O (stereo not given)	-4	-13	0	.	30	12	4.5	22	25	57	.
CCC(=O)N1CCc2cc(S(=O)(=O)CCC(=O)N(C)c3ccc(OC)cc3)ccc21	-1	2	8	12	-5	-3	-2.1	-13	-31	11	22
C/C(=N\NC(=O)c1ccc(CN2CCOCC2)cc1)c1cccc([N+](=O)[O-])c1	4	4	-3	-4	2	2	0.3	-82	-1	5	7
NC(=O)C1=C[C@H](c2ccc3c(c2)OCO3)C[C@H](OCc2ccc(CO)cc2)O1	8	7	-4	-39	-13	-6	-1.3	-66	-70	-73	-51
C[C@@H](c1ccccc1)N1C[C@@H](COCc2ccccc2)Oc2cc(N3CC[C@H](N(C)C)C3)ccc2S1(=O)=O	.	-6	.	11	.	9	.	.	.	-24	-11
CSCC[C@H](NC(=O)NCCC1=CCCCC1)C(=O)O	1	-11	3	-9	0	1	-1.4	5	-33	-23	-15
Cc1ccc(C)c(N2CCN(C(=O)C34CC5CC(C3)CC(n3nnc(C)n3)(C5)C4)CC2)c1	-3	0	8	47*	22	6	0.3	-2	37	-6	4
Cc1nn(-c2ccc(N3CCOCC3)nn2)c(C)c1CCC(=O)N1CCN(C)CC1	-12	-14	-3	-8	7	8	-2.5	13	18	-3	5
N#Cc1ccccc1N=C1CCCN1Cc1ccccc1	7	-3	6	-14	-3	-7	-1.0	-7	-4	-5	3
O=C(NCCN1C(=O)S/C(=C\c2cccnc2)C1=O)C1CC(=O)N(Cc2ccco2)C1 (stereo not given)	4	-3	2	20	-1	2	-1.8	8	0	-15	-9
CC(=O)NC1CC2CCCC(C1)N2S(=O)(=O)c1ccccc1 (stereo not given)	-9	0	2	5	-14	-5	-1.6	-11	15	-1	5
O=C(COC(=O)c1ccc(OC(F)F)cc1)NCCCN1CCCC1=O	2	4	-5	11	-1	-4	0.4	-22	1	5	10
CP(=O)(Nc1cc(Cl)ccc1Cl)c1nc2c(s1)CCCC2 (stereo not given)	0	-10	-2	-7	-19	0	-1.2	10	3	12	20
COc1cc(F)c(C2=CC(=O)C[C@H](c3ccc(Cl)cc3)C2)cc1F	1	-3	2	-6	-2	-3	0.7	-9	7	15	-12
CCOC(=O)C1=C(c2ccccc2)Nc2ncnn2C1c1ccccn1 (stereo not given)	7	8	-2	11	-6	-3	-3.4	1	-4	-7	-8
Cc1cc(C)n(-c2nnc(C)n2NC(=O)c2cccc(Cl)c2)n1	15	-4	4	-9	-9	3	-0.3	-4	-4	-12	-12
COc1cccc(NC(=O)CSc2nnnn2C2CCCCC2)c1	-6	-12	-3	8	-8	-3	0.7	-4	-19	-5	13
O=C1CC(=O)N(CCc2ccc(F)cc2)C(=O)N1	6	-5	-3	13	-2	-33	-1.6	-2	12	-14	1
CC(C)C[C@H]1COc2cccc(N(C)CCO)c2S(=O)(=O)N1	.	6	.	3	.	-3	.	.	.	10	7
Cc1ccc(/C=C/C(=O)N2CCCN(C(=O)/C=C/c3ccc(C)cc3)CC2)cc1	5	12	1	-36	-1	-2	-0.3	-58	-14	-40	-46
CCCCNC(=O)C(=O)NC(C)CCc1ccccc1 (stereo not given)	-2	-2	-1	9	-7	-5	-1.2	-15	22	10	-5
CCC/C=C/c1ccc(CN2C(CC(C)C)C(=O)N(Cc3cn(CCOCOC)nn3)CCS2(=O)=O)cc1 (stereo not given)	-12	2	8	4	9	4	0.8	-3	19	0	14
CC(C)NC(=O)C1(C)CN(S(C)(=O)=O)CC(=O)N1C1CCN(Cc2ccccc2)CC1 (stereo not given)	.	-13	.	-13	.	-12	.	.	.	-1	-4
COC(=O)[C@@H]1C(c2c(OC)cc(OC)cc2OC)=NO[C@H]1C(=O)OC	9	0	6	-5	2	-4	-2.6	-70	17	-3	12
CCC(Sc1nc2n[nH]c(C)c2c(=N)n1-c1cccc(Cl)c1)C(=O)NCCOC (stereo not given)	-12	9	6	2	9	3	-1.7	4	11	22	-35
C/C(=N\NC(=O)C(C)Oc1ccc([N+](=O)[O-])cc1)c1ccccn1 (stereo not given)	-8	6	1	-12	20	3	-3.6	26	4	-32	-7
CCOC(=O)c1sc(=S)n(CC)c1N	1	1	6	-11	7	4	-0.9	2	-4	2	-18
CCOC(=O)c1[nH]c2c(c1C)C(=O)CC(c1ccco1)C2 (stereo not given)	-6	-7	-26	-43	2	13	0.7	-10	4	20	10
Cc1cccc(C)c1NC(=O)C(c1ccc(C(F)(F)F)cc1)n1c(=O)c(-c2ccccc2)nc2ccccc21 (stereo not given)	.	-16	.	-12	.	-15	.	.	.	11	13
CCCCCCn1c(=O)n2n(c1=O)[C@@H]1CN(S(=O)(=O)c3ccc(C)cc3)C[C@]1(O)[C@@H](OC(=O)NCc1ccccc1)C2	1	-4	7	-7	-13	-9	10*	-8	7	-3	7
Nc1cc(=O)[nH]c(=O)n1CC1CC1	-6	5	-1	-13	-12	2	1.0	5	-4	19	1
COc1nc(OC)nc(N2CCC(NC(=O)C(Cc3ccc(C(C)C)cc3)NC(C)=O)CC2)n1 (stereo not given)	-1	0	4	19	19	0	-0.8	-5	-16	1	-1
CCOC(=O)CSc1nc(COc2ccccc2)nc2ccccc12	0	-6	10	-9	-6	9	-0.3	5	-11	8	-2
O=C(Cc1ccccc1[N+](=O)[O-])NCCCc1ccccc1	-4	-2	-9	-29	-16	-9	0.2	0	-14	-26	-14
CCS(=O)c1ccccc1C(=O)OCC(=O)Nc1cccc(S(=O)(=O)N2CCCCC2)c1 (stereo not given)	-10	-2	11	25	5	-1	-0.7	9	18	23	0
CCCCn1c(-c2ccccc2)nc2c(=O)n(C)c(=O)[nH]c21	-2	-5	0	1	0	4	-1.0	-9	8	-7	-6
C[C@@H]1CN([C@H](C)CO)C(=O)CCCn2nncc2CO[C@H]1CN(C)C(=O)c1ccncc1	2	4	3	8	-7	4	-1.9	-8	-3	-21	-13
O=C(NC(C(=O)N1CCCC1C(=O)O)=C1CCCCC1)c1ccccc1 (stereo not given)	-6	-10	-3	7	-13	-2	-2.1	-9	-14	12	5
O=C(NC1CCCC1)C(c1c[nH]c2ccccc12)N(C(=O)Cn1nnc(-c2ccc(Cl)cc2)n1)c1ccccc1 (stereo not given)	4	-3	-3	-3	10	6	0.7	-22	21	5	-16
COc1ccc(N2CCN(C(=O)[C@@H]3CCCN3C3=NS(=O)(=O)c4ccccc43)CC2)cc1	-11	-4	2	15	7	-2	-1.3	-3	8	12	-14
Cc1ccccc1-c1noc(CNC(=O)c2ccco2)n1	-6	-7	0	-20	-1	7	-0.6	-20	-1	-5	10
COCCn1c(SCC(=O)NCCc2ccc(OC)c(OC)c2)nc2c([nH]c3ccccc32)c1=O	-3	2	8	12	-1	5	1.9	-13	13	5	-18
Cc1ccc(C)c(S(=O)(=O)Nc2ccc(C(=O)NCCc3ccccn3)cc2)c1	-7	-5	7	-13	0	0	0.0	-3	4	3	-2
O=C(c1csc2c1CCCC2)N1CCN(c2ncccn2)CC1	-1	-4	-1	.	5	0	-0.2	-17	21	5	.
CC(C)Cc1nnc(NC(=O)CSc2nc(-c3ccccc3)cc(=O)[nH]2)s1	-9	-2	9	11	6	-4	-1.2	3	7	-11	-5
Cc1cccc(C(=O)Nc2cccc3c2CCCC3)c1	-3	3	13	-7	-2	6	-0.6	-19	-14	-16	-28
Cc1c(C(=O)N(C)c2ccccc2Cl)cnn1-c1ccccc1	-7	-4	-3	7	-3	0	0.3	-4	-10	-4	-2
CCN(CC)CCCN1C(=O)C(O)=C(C(=O)c2ccc(C)o2)C1c1ccc(C)o1 (stereo not given)	3	0	9	-2	1	8	2.3	-7	-6	-5	-6
CCCC(=O)NC(=S)Nc1ccccc1OC	-9	-5	-6	15	4	-6	2.6	-9	8	4	-23
O=C(COC(=O)c1cc([N+](=O)[O-])ccc1NCc1ccccc1)NC1CCCCC1	8	-2	14	6	2	0	0.6	2	17	-7	16
CC(=O)Nc1ccc(OCC(=O)NCCc2ccccc2)cc1	-3	6	-2	10	-5	-3	-1.5	-22	7	-13	-14
O=C(Nc1cccc(S(=O)(=O)N2CCCCC2)c1)[C@@H]1CCCN1S(=O)(=O)c1ccccc1C(F)(F)F	-18	-23	14	-5	-10	-5	-0.7	-23	3	4	-6
Cc1nc2cc(NCc3ccccc3O)ccc2n1Cc1ccccc1	-9	6	4	-18	-21	-1	-3.1	-18	-37	-7	-12
CCCCC(=O)Nc1cccc(-c2nn3c(C)nnc3s2)c1	4	-9	2	-4	18	-1	-1.4	-22	-7	11	-31
COc1ccc(CCNC(=O)CSc2nc(O)cc(=O)[nH]2)cc1OC	6	6	-1	19	-2	-3	-2.2	-7	12	3	-6
O=C(O)c1ccccc1-c1c2cc(I)c(=O)c(I)c-2oc2c(I)c(O)c(I)cc12	-5	13&12	+	5&17	19	30*!	-3.3&-2.5	26&14	8&26	-12&8	19&-4
O=C(Nc1ccccc1C(=O)N1CCN(c2cccc(Cl)c2)CC1)C1=CSCCO1	8	1	0	8	-2	4	-3.6	2	-3	-13	2
O=C(O)Cc1sc(N/N=C\c2ccncc2)nc1-c1ccccc1	-13	-8	-22	-1	-17	24*	-1.2	-9	-4	20	-2
CC1(c2cccc(Br)c2)NC(=O)N(CC(=O)NCC2CCCO2)C1=O (stereo not given)	0	-9	5	-2	2	4	-0.9	6	-1	-12	19
